Assay outcomes as filed in PubChem BioAssay.
CXCR6 inh: CXCR6 receptor inhibitors, primary screen, cell-based, beta-arrestin, luminescence, CHO-K1 PathHunter, 1536-well. C-X-C chemokine receptor type 6 (Homo sapiens), O00574. inhibition, % at 20 µM. 360,000 compounds, 0.36% hits. AID 602244, 2012; in the data active = inhibition above about 34%, passing the limit was not always enough;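 also: antagonist mode with CXCL16 agonist at 10 nM final; 0% = 10 nM CXCL16 with DMSO and 100% = unstimulated wells without agonist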
Gli-Sufu block: Gli-Sufu pathway antagonists, primary screen, luciferase luminescence, Sufu-KO-LIGHT cells, uHTS; Sufu-KO-LIGHT fibroblasts, Gli luciferase reporter luminescence; inhibition, % at 5 µM; 340,000 compounds, 0.74% hits;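 active = inhibition above about 55%, limit read from the data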;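 also: 0% = DMSO-treated cells and 100% = wells with medium but no cells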
CCR6 antagonist: CCR6 receptor antagonists, primary screen, cell-based, CHO-K1, luminescence, beta-arrestin, uHTS | C-C chemokine receptor type 6 (Homo sapiens), P51684 | CHO-K1 CCR6 PathHunter beta-arrestin, CCL20-stimulated | inhibition, % at 20 µM | 340,000 compounds, 0.49% hits | AID 493098, 2011;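 active = compounds whose inhibition of the agonist-driven luminescence signal at 20 µM reaches about 50%, limit read from the data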;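 also: cells stimulated with CCL20 at 14 nM final; plate controls were DMSO with CCL20 for no effect and DMSO without agonist for full effect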
EBI2 antag: EBI2 receptor antagonists, beta-arrestin recruitment, primary screen, cell-based, luminescence, 7a,25-OHC stimulation, uHTS | inhibition, % at 5 µM | G-protein coupled receptor 183 (Homo sapiens), P32249 | 360,000 compounds, 0.81% hits | 7a,25-OHC stimulated; in the data active = inhibition above about 38%;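 also: enzyme fragment complementation signal reports receptor beta-arrestin coupling in cells; 0% = agonist plus DMSO wells and 100% = wells without agonist; some results beyond the cut were filed as inactive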
ATG4B inhibitor: ATG4B protease inhibitors, primary screen, biochemical, fluorescence, uHTS; 340,000 compounds, 0.51% hits; inhibition, % at 8.33 µM; ATG4B cleavage of LC3-PLA2, NBD-HPC fluorescence, 1 h; Cysteine protease ATG4B (Homo sapiens), Q9Y4P1; AID 504462, 2011; in the data active = inhibition above about 40%
Target sequence (Q9Y4P1 whole entry, looked up): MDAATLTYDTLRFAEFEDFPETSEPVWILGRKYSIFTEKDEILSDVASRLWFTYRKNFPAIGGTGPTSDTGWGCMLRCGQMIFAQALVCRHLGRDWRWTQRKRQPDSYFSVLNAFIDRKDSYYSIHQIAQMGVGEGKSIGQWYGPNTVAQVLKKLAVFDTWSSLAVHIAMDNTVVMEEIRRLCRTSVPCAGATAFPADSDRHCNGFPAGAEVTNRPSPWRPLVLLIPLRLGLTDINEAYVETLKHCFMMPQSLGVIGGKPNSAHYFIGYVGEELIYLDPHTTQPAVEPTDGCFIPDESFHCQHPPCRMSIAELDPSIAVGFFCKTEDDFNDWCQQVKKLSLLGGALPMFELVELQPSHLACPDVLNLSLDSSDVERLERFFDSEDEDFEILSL
APJ ag: agonists of human apelin receptor APJ, primary screen, CHO-K1 cells, PathHunter beta-arrestin, luminescence | 330,000 compounds, 0.11% hits | 0% DMSO wells, 100% apelin | P35414 | activation, % at 20 µM;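 active = activation more than six SD over the plate average, tested at 20 µM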;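 also: 0% = DMSO alone and 100% = apelin-13 at 10 nM; some results filed as inactive read as strong as hits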
Target sequence (P35414 whole entry, looked up): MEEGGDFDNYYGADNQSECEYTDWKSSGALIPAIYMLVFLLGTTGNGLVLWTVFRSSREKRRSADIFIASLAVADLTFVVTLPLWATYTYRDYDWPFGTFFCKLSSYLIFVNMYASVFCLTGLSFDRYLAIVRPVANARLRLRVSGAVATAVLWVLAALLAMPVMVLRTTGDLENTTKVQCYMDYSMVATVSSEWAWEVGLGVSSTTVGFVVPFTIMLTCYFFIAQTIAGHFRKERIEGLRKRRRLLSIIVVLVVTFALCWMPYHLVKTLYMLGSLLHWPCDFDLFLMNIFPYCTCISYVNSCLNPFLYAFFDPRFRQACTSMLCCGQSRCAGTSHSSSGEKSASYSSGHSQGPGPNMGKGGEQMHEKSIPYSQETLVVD
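Assay system: CHO-K1 cells stably expressing ProLink-tagged human APJ and arrestin–beta-gal acceptor. Compound dosing: 20 µM single point, 1% DMSO. Times: 16-18 h seeding, 90 min dark compound exposure, 60 min detection. Detection: beta-gal luminescence. Evaluation: APJ–arrestin association signal. Controls: negative DMSO alone, positive Apelin-13 at 10 nM.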
APJ antagonist: antagonists of human apelin receptor APJ, primary screen, CHO-K1 cells, beta-arrestin complementation, luminescence. inhibition, % at 20 µM. 330,000 compounds, 0.32% hits. AID 2521, 2010;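 active = inhibition above about 40% at 20 µM, limit read from the data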;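 also: cells challenged with 10 nM apelin-13 agonist together with compound; plate controls were apelin-13 plus DMSO wells for no effect and DMSO wells lacking apelin-13 for full effect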
UBC13 polyUb: UBC13 polyubiquitin chain formation inhibitors, primary screen, biochemical, TR-FRET, uHTS; Ubiquitin-conjugating enzyme E2 N (Homo sapiens), P61088; inhibition, % at 20 µM; 330,000 compounds, 0.47% hits; in the data active = inhibition above about 45%, passing the limit was not always enough; inconclusive = no clear call, values can overlap the other calls
Target sequence (P61088 whole entry, looked up): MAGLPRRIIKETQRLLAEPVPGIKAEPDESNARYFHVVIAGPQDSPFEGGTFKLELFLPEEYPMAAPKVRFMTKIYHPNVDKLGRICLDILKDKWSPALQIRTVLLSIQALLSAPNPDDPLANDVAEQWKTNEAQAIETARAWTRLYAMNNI
Active calls of the source: *; ? = inconclusive; · = no result given; & = joins results of further samples. No enrichment for hits; overall some 3% were active at least once.

Every second line gives: CXCR6 inh	Gli-Sufu block	CCR6 antagonist	EBI2 antag	ATG4B inhibitor	APJ ag	APJ antagonist	UBC13 polyUb
O=C(CCCCn1c(=O)c2ccccc2n(CC(=O)Nc2ccccc2)c1=O)NCc1ccco1
 : 0	-12	14	-4	-6	-4	9	6
COC(=O)c1ccc[n+](CC(=O)Nc2ccc(OC(F)F)cc2)c1
 : -12	-1	9	-3	-11	-3	1	3
COc1ccc(S(=O)(=O)N(C)c2ccc(OC(=O)C(C)Oc3ccc(F)cc3)cc2)cc1 (stereo unspecified)
 : -6	-6	18	-5	6	-1	6	-3
COc1ccccc1N1CCN(Cc2nc(N)nc(Nc3ccc(C)c(Cl)c3)n2)CC1
 : -2	10	-13	43	-16	-4	-1	-2
CCOc1ccc(NC(=O)CS(=O)CC(=O)Nc2cccnc2)cc1 (stereo unspecified)
 : 0	6	4	-6	-8	-2	8	17
COc1cccc(-c2nc(NC(C)C)c3ccccc3n2)c1O
 : -8	11	-10	-10	-5	1	-7	4
CCOc1ccccc1N1CC(C(=O)NCCOc2ccccc2OC)CC1=O (stereo unspecified)
 : 6	-6	15	-4	2	-5	8	-3
Cc1ccccc1C(=O)N1CCC(C(=O)Nc2ccc3c(c2)OCCO3)CC1
 : -2	-1	-18	0	-9	-3	-1	5
COc1ccc(NC(=O)C2CCCN2S(=O)(=O)c2cccc3cccnc23)c(OC)c1 (stereo unspecified)
 : -1	4	11	0	-7	3	9	-14
CC(C(=O)Nc1ccc(S(=O)(=O)N2CCCC2)cc1)N1CCN(C(=O)c2ccco2)CC1 (stereo unspecified)
 : -3	10	5	-11	-1	-2	-2	-5
Cc1ccc(N2CCN(/N=C/c3ccncc3)CC2)cc1
 : -6	44	2	2	-4	-3	6	12
COc1ccc(C(=O)Nc2ccccc2N2CCOCC2)cc1S(=O)(=O)N1CCCC1
 : -3	-11	8	7	-5	0	-1	-2
COc1cc(OC)c(OC)cc1/C=C1\Oc2cc(OS(C)(=O)=O)ccc2C1=O
 : 6	7	7	-8	-13	2	6	-70
CC1CCc2cc(F)ccc2N1C(=O)CCl (stereo unspecified)
 : -5	-4	6	-11	-5	·	·	·
O=C(Nc1ccc(Cl)cc1F)c1ccccc1Br
 : -2	-103	10	-3	0	-3	-13	8
COC(=O)[C@H](Cc1c[nH]c2ccccc12)NC(=O)NCc1ccc(OC)cc1
 : -6	-5	2	-10	2	-1	13	7
O=C(Nc1cccc(F)c1)C1CC(=O)N(c2ccc(Cl)cc2)C1 (stereo unspecified)
 : -9	0	17	13	-5	-4	5	6
O=C1CN(C(=O)COC(=O)c2ccccc2O)c2ccccc2N1
 : 0	-2	10	5	-4	-3	-6	3
Cc1oc(-c2ccc(Cl)cc2)nc1CS(=O)CC(=O)NCc1cccs1 (stereo unspecified)
 : 0	-2	-5	-3	-24	-3	11	0
COc1ccc(/C=N/NC(=O)c2cccnc2)cc1COc1ccc(NC(C)=O)cc1
 : 5	-4	1	-12	-6	0	-9	-5
CCOc1ccccc1OCCOCCN1CCN(Cc2ccccc2)CC1
 : 4	8	9	1	4	-3	0	6
NC(=O)c1sc2nc3c(c(-c4ccccc4)c2c1N)CCC3
 : 14	-35	11	-4	42*	-4	13	?
O=C(NCc1ccc(F)cc1)c1ccc(S(=O)(=O)N2CCCCC2)cc1
 : -3	2	14	12	-4	-3	30	17
COc1ccc(COc2cccc3ccc(C)nc23)cc1F
 : -8	42	15	8	-5	-3	12	6
O=C(Cc1cccc(NC(=O)C2CCCN(C(=O)C3CCCCC3)C2)c1)Nc1ccc(C(=O)N2CCCCC2)cc1 (stereo unspecified)
 : 4	-3	9	-7	-7	·	·	·
CC1CC(C)CN(C(=S)Nc2ccc3nc4n(c(=O)c3c2)CCCCC4)C1 (stereo unspecified)
 : 5	12	-9	-8	2	1	-3	17
O=C(O)c1cccc(N2C(=O)C3CC=CCC3C2=O)c1 (stereo unspecified)
 : 2	2	-7	-3	-11	3	-2	0
CCOc1ccc(NC(=S)N(CCc2c(C)[nH]c3ccc(C)cc23)Cc2ccncc2)cc1
 : 0	-31	13	40	-6	-7	-28	-13
O=C(NCC1COCCO1)c1cc(COc2ccc(F)cc2F)on1 (stereo unspecified)
 : 2	-6	-12	-3	21	-2	-8	4
CCOc1ncccc1C(=O)OCC(=O)c1c[nH]c2ccccc12
 : -5	0	6	-10	2	3	-13	7

Reformatted: results already given
CCOc1ccc(NC(=O)CS(=O)CC(=O)Nc2cccnc2)cc1 (stereo unspecified)
  CXCR6 inh: 0
  Gli-Sufu block: 6
  CCR6 antagonist: 4
  EBI2 antag: -6
  ATG4B inhibitor: -8
  APJ ag: -2
  APJ antagonist: 8
  UBC13 polyUb: 17

COc1cccc(-c2nc(NC(C)C)c3ccccc3n2)c1O
  CXCR6 inh: -8
  Gli-Sufu block: 11
  CCR6 antagonist: -10
  EBI2 antag: -10
  ATG4B inhibitor: -5
  APJ ag: 1
  APJ antagonist: -7
  UBC13 polyUb: 4

Continued.
Every second line gives: CXCR6 inh	Gli-Sufu block	CCR6 antagonist	EBI2 antag	ATG4B inhibitor	APJ ag	APJ antagonist	UBC13 polyUb
CC(C)(C)c1ccccc1OCC(=O)NCCC(=O)O
 : 3	9	-4	-3	-3	0	17	8
C/C(=N/NC(N)=S)c1ccccc1[N+](=O)[O-]
 : 0	7	-5	-3	8	7	12	-1
CN(CC(O)CON=C1c2ccccc2-c2ccccc21)S(=O)(=O)c1ccc(Br)cc1 (stereo unspecified)
 : -4	6	7	15	-29	-2	-1	12
COc1cccc(NC(=O)NC2CCN(CC(=O)Nc3ccccc3[N+](=O)[O-])CC2)c1
 : 0	21	0	-2	2	0	1	-2
CCOc1cc2[nH]c(=S)n(CCc3ccc(OC)c(OC)c3)c(=O)c2cc1OCC
 : -16	7	-8	37	-4	-1	-6	2
Clc1ccc(C=NN2CCCCCC2)c(Cl)c1
 : -2	-22	27	8	-2	·	·	·
CCOc1ccc(NS(=O)(=O)c2ccc(C(=O)NCC(C)(C)N3CCOCC3)cc2)cc1
 : -3	-1	-11	-7	0	-3	-2	2
CCN(CC)CCN1C(=O)C2C(C(=O)Nc3cccc(C)c3)C3C=CC2(O3)C1C(=O)NC1CCCC(C)C1C (stereo unspecified)
 : 3	43	1	3	0	-1	7	3
CC(C)NC(=O)c1ccc(N(Cc2ccc(Cl)cc2)S(C)(=O)=O)cc1
 : 0	22	-3	-7	0	1	-19	-7
COc1cc(C(=O)NCC(c2ccco2)N2CCc3ccccc3C2)cc(OC)c1OC (stereo unspecified)
 : 44*	9	9	2	-2	0	-50	3
CC(CCc1ccccc1)NC(=O)C(Cc1ccccc1)NC(N)=O (stereo unspecified)
 : 3	-10	7	2	-6	0	10	-2
O=C(COC(=O)c1ccc2c(c1)OCCO2)Nc1ccc(F)cc1
 : 0	34	15	0	-3	7	19	-5
CC(=O)Nc1cccc(C(=O)N2CCN(S(=O)(=O)Cc3ccccc3)CC2)c1
 : -8	6	-1	-1	0	-2	1	17
CC(C)C(=O)Nc1ccc(-c2ccc3nncn3n2)cc1
 : -12	-7	-1	-1	26	-3	5	0
Cc1ccc(OCCC(=O)OCC(=O)N2c3ccccc3CC2C)cc1 (stereo unspecified)
 : 8	17	-6	-14	6	-6	3	10
Cc1cc(=O)n2nc(N3CCC(C(=O)NCc4cccnc4)CC3)sc2n1
 : 3	0	1	-2	1	-2	-13	-2
Cc1cc(NC(=O)c2cccnc2)ccc1NC(=O)c1cc2ccccc2o1
 : -5	5	10	-1	-2	9	-41	-8
COc1cccc(N2CCN(C(=S)Nc3ccc(C)cc3C)CC2)c1
 : 5	0	10	-8	0	-1	0	0
COc1ccc(N2C(=O)/C(=C\c3ccco3)N=C2SCC(=O)NC(C)C)cc1Cl
 : -25	2	4	1	-6	-1	11	-14
Cc1nc(NC(=O)CCN2C(=O)C3CC=CCC3C2=O)sc1C (stereo unspecified)
 : 13	0	-5	3	-6	-2	1	8
CC1CCC(NC(=O)c2ccc(S(C)(=O)=O)cc2)CC1 (stereo unspecified)
 : 3	-21	7	-7	-7	-1	5	-10
c1ccc(CSc2nnc(-c3sccc3-n3cccc3)o2)cc1
 : -9	-19	8	14	18	-4	-16	4
Cc1ccc(NC(=O)CN2CCc3ccccc3C2)cc1S(=O)(=O)N(C)C
 : 4	-3	-9	-6	0	-4	11	-5
CC1CCC2(CC1)C(Nc1cccc(Cl)c1)=NC(=S)N2CC#N (stereo unspecified)
 : 4	-2	18	7	-4	-3	-4	4
COc1cc(NC(=O)C/C(C)=N/NC(=O)Cc2ccccc2)c(OC)cc1Cl
 : -1	7	10	17	-2	-1	2	-3
Cc1ccc(CNC(=O)c2ccc(N3CCC4(CC3)CC(c3cccc(Br)c3)=NO4)c(NC(=O)c3ccccc3)c2)cc1
 : 0	9	-16	-1	-5	2	-2	-30
CC(C)CC(=O)c1c[nH]c(C(=O)NCc2ccccc2)c1
 : -5	0	8	15	-4	1	2	0
CCOC(=O)N1CCC(=NNC(=O)Cn2ccc(C(F)(F)F)n2)CC1
 : -6	5	0	0	-3	-2	10	3
CC(=O)Oc1cccc(N2C(=O)C3C4C=CC(C4)C3C2=O)c1 (stereo unspecified)
 : 0	3	-11	3	3	-3	13	-7
CC(=O)CC(c1ccccc1)c1c(O)c2ccccc2oc1=O (stereo unspecified)
 : -3&2&-2	1&-8&-5	7&13&6	4&0&0	0&-8&-4	-2&-3	7&-5	-4&-4
COc1ccc(S(=O)(=O)N2CCN(C(=O)CN3C(=O)NC(C)(c4ccc5ccccc5c4)C3=O)CC2)cc1 (stereo unspecified)
 : 6	11	9	-10	-17	-1	5	-3
CCCCNC(=S)NNC(=O)CCn1cc(C)cn1
 : 1	0	15	-9	21	-4	13	14
Cc1ccc(C)c(N2CCN(C(=O)CN(C)S(=O)(=O)c3ccc4c(c3)CCC(=O)N4)CC2)c1
 : 5	14	4	4	-18	-1	-69	5
Cc1ccc(N2CC(C(=O)Nc3ccc(S(=O)(=O)N4CCCC4)cc3)CC2=O)cc1C (stereo unspecified)
 : -10	-3	-8	45*	-17	1	-1	2
